Shiga inhibitor: blocks Shiga toxin action in Vero cells; Vero cells, Shiga toxin protein synthesis inhibition reporter; inhibition, % at 38.7 µM; 290,000 tested, 9.2% active; in the data active = inhibition mostly above about 28%, no sharp cut-off; inactive = mostly below about 43%; note: 0% is about no effect
AMA1 RON2 block: AMA1-RON2 (P. falciparum) interaction inhibition; Potency, µM (titrated, usually from 58.2 µM), for the others: top-dose activity change, negative = inhibition, actives largely listed as inhibitors; AID 720542; AlphaScreen AMA1-biotinylated RON2 peptide binding; 360,000 tested, 0.2% active;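 note: potency is the fitted concentration of half-maximal effect; 0% = vehicle wells and -100% = peptide control; nearly all actives have a fitted effect of over 45% in size; some results filed as inactive show a strong effect at the top dose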
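AMA1 (3D7) with his tag at 25 nM final met compounds first, then biotinylated RON2 peptide at 25 nM; detection used donor plus acceptor beads, 10 µg/mL apiece, read by AlphaScreen after 30 min at room temperature.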
Pf growth 48h: P. falciparum growth inhibition at 48 hours (one generation); P. falciparum luciferase growth in erythrocytes, 48 h; AID 504832; 310,000 tested, 5.9% active; Potency, µM (top dose mostly 28.7 µM), for the others: at the top dose activity change, negative = inhibition, most hits filed as inhibitors; note: potency is the fitted concentration of half-maximal effect; % is set by controls: 0 for no effect and ±100 for the full control effect
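Parasite viability was followed by luminescence of a genomically integrated firefly luciferase. Cultures held 0.1% parasitemia at 2% hematocrit (final), incubated under 5% CO2 at 37 C.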
LmPK inh: inhibitors of Leishmania mexicana pyruvate kinase; purified LmPK, Kinase-Glo ATP luminescence, 1 h; Potency, µM (top dose mostly 57.5 µM), inactives show top-dose activity change, negative = inhibition, hits mostly inhibitors; 290,000 tested, 0.37% active; note: potency is the fitted concentration of half-maximal effect; % is set by controls: 0 for no effect and ±100 for the full control effect
Target sequence (Q27686 whole entry, looked up): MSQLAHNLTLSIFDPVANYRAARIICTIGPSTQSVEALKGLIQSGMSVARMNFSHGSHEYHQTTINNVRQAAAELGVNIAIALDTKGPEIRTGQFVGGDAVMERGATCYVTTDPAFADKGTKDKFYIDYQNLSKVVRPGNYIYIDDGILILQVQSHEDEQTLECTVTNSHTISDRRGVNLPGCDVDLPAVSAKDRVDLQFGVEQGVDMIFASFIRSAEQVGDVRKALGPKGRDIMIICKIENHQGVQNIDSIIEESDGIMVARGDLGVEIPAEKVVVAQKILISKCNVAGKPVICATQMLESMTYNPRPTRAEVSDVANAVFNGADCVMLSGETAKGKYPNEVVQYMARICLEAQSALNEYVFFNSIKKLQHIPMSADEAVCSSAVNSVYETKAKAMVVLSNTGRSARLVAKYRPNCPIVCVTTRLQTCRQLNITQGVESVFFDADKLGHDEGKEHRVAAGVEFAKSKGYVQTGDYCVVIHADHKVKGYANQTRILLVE
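Kinase-Glo luminescence read after 1 h RT reaction of 0.1 nM LmPK with 0.5 mM PEP and 0.1 mM ADP. Activity scaled between uninhibited and enzyme-free controls.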
Cycloheximide cs: counter-screen for Shiga toxin inhibitors: cycloheximide protein synthesis inhibition; cell reporter, cycloheximide protein synthesis inhibition counterscreen; AID 2314; 300,000 tested, 12% active; max response, %; in the data active = max response mostly above about 13%, no sharp cut-off; inactive = mostly below about 14%; note: read at 38.3 µM for the half of the compounds with a filed dose; 0% is about no effect
Pf growth 96h: P. falciparum growth inhibition at 96 hour, primary screen for plastid delayed-death inhibitors. P. falciparum luciferase reporter growth, 96 h. Potency, µM (top dose mostly 28.7 µM), inactives show at the highest dose activity change, negative = inhibition, most hits filed as inhibitors. 320,000 tested, 6.9% active. AID 504834; note: potency is the fitted concentration of half-maximal effect; % is set by controls: 0 for no effect and ±100 for the full control effect
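P. falciparum expressing integrated firefly luciferase grown in erythrocytes (2% hematocrit, 0.05% parasitemia final) with compounds for 96 hours at 37 C, 5% CO2. Growth inhibition read as loss of luminescence after adding luciferase detection reagent.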
Tb PYK inh: inhibitors of Trypanosoma brucei pyruvate kinase. Q57TT1. 410,000 tested, 0.12% active. TbPYK enzyme, Kinase-Glo Plus ATP luminescence, 45 min. Potency, µM (highest dose often 76.8 µM), for the others: at the top dose activity, negative = inhibition, hits mostly inhibitors; note: potency is the fitted concentration of half-maximal effect; % is set by controls: 0 for no effect and ±100 for the full control effect; nearly all actives have a fitted effect of over 50% in size
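In this concentration-response screen, enzyme-free wells defined baseline while DMSO plates tracked drift. Each reaction combined TbPYK, substrate, compound and 130 uM ADP for 45 min at room temperature. Kinase-Glo Plus luminescence gave the signal.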
* = called active by the depositor; ? = inconclusive; nt = not tested or not shown; & = joins results of further samples; [ ] = another dose, or the depositor's remark. Unless noted, calls come from the whole dose curve; as a rule, active = well fitted curve in the direction sought with a large enough effect; inconclusive = small, poorly fitted or top-dose-only effect, or another doubt; inactive = no such curve, though single readings can be large; an effect the other way counts as inactive or inconclusive.

item | smiles | Shiga inhibitor | AMA1 RON2 block | Pf growth 48h | LmPK inh
1 | O=c1cc(C(F)(F)F)[nH]c2ccc(OC(F)(F)F)cc12 | 13 | 15% | ? | -3%
2 | COC(=O)C(C)Sc1nc2c(c(=O)[nH]c(=O)n2C)n1CCC(C)C (centres undefined) | -7 | 6% | -30% | 1%
3 | CC(C)CCOc1ccc(C(=O)N2CCCC2C(=O)O)cc1 (centres undefined) | -13 | -26% | -1% | -4%
4 | CC(C)N1CCN(Cc2ccccc2-c2ccco2)CC1CCO (centres undefined) | -4 | -7% | -6% | -2%
5 | COCCC(=O)N1CCC(Oc2ccc(C(=O)N3CCCC(OC)C3)cc2)CC1 (centres undefined) | -2 | 23% | 7% | -1%
6 | Cc1noc(C)c1CSCC(=O)OCc1nc2ccccc2c(=O)n1CC#N | -17 | 13% | -15% | -1%
7 | O=C(c1cccc(Cl)c1)N1CCN(c2ncccn2)CC1 | -6 | 7% | 31% | -6%
8 | COc1c2c(nc3occc13)C(CC=C(C)C)(OC)C(=O)C=C2 (centres undefined) | -7 | -3% | 36%[activator] | -10%
9 | CC(OC(=O)C1CC1)C(=O)Nc1ncc(Cl)cc1Cl (centres undefined) | nt | -11% | 45%[activator] | nt
10 | O=C(CCCn1nnnc1CN1CCOCC1)N1CCC(c2ccccc2Cl)C1 (centres undefined) | 3 | -4% | ? | 0%
11 | CC(=O)c1ccc(NC(=S)N2CCCC2)cc1 | 30 | 1% | 42%[activator] | -1%
12 | CC(C)n1c(C(O)c2ccc3c(c2)OCO3)nc2ccccc21 (centres undefined) | -29 | 10% | 9.3µM* | 7%
13 | CC(C)C1N(C(=O)CN2CCCCC2)CCN1S(=O)(=O)c1ccccc1 (centres undefined) | -4 | -6% | 17% | -7%
14 | CCOc1ccc(C(C)NC(=O)C2CCCC2)cc1 (centres undefined) | 2 | -12% | 28%[5.75 µM] | 1%
15 | Cc1nc(S/C(=C\c2ccc(OCc3ccccc3Cl)cc2)C(=O)O)n[nH]1 | -13 | -2% | -31% | 1%

item | Cycloheximide cs | Pf growth 96h | Tb PYK inh
1 | 5 | ? | -18%
2 | -6 | ? | 6%
3 | 9 | ? | 2%
4 | -3 | ? | -2%
5 | -3 | 10% | 1%
6 | 15 | ? | -13%
7 | -2 | ? | 5%
8 | -1 | 7% | -1%
9 | nt | 55%[activator] | -1%
10 | -2 | 5% | 5%
11 | 18* | ? | 4%
12 | -2 | -10% | 2%
13 | -3 | ? | -7%
14 | 2 | ? | 1%
15 | 1 | 11% | -1%

Next part
item | smiles | Shiga inhibitor | AMA1 RON2 block | Pf growth 48h | LmPK inh
16 | CCn1c(-c2cccc(S(=O)(=O)N3CCCC3)c2)n[nH]c1=S | -5 | 45%[activator] | 0% | 4%
17 | CCCOc1ccc(C(=O)NCc2ccco2)cc1 | 74* | 27% | ? | -1%
18 | c1ccc(-c2nnc3ccc(N4CCCC4)nn23)cc1 | 8 | -2% | -2% | 11%
19 | CC(C)(C)c1ccc(C(=O)NNC(=O)c2cccc(-n3cnnn3)c2)cc1 | 38 | 39%[activator] | 0% | 8%
20 | N#CC1=C(N)SC(C(=O)c2ccccc2)C1c1cccs1 (centres undefined) | -5 | -18% | -30% | -1%
21 | CN1CCN(C(=O)c2ccccc2Nc2ccc(SC(F)F)cc2)CC1 | -10 | -6% | 0% | 4%
22 | Cc1ccccc1C(=O)Nc1ccc(S(=O)(=O)Nc2onc(C)c2C)cc1 | -13 | 8% | 18% | 0%
23 | CCOc1ccc(NS(=O)(=O)c2ccc(-c3coc(C)n3)cc2)cc1 | 9 | -21% | 25% | 9%
24 | Cc1sc2ncn(CC(=O)NCCCC(=O)N3CCCCC3)c(=O)c2c1C | -3 | -1% | 10% | -2%
25 | Cn1c(SCC(=O)Nc2ccccc2[N+](=O)[O-])nnc1C(F)(F)F | -5 | 7% | ? | 4%
26 | COCCOC(=O)C1=C(C)NC(=O)N(C(C)=O)C1c1ccc(Cl)cc1 (centres undefined) | 20 | -2% | ? | 0%
27 | Cc1cccc(NC(=O)c2cc3ccccc3nc2C)c1 | 23 | -10% | 4% | 8%
28 | CN(c1ccccc1C(=O)N1CCN(c2cccc(Cl)c2)CC1)S(C)(=O)=O | -7 | -2% | -10% | 3%
29 | COc1cc2[nH]c(=O)n(-c3ccc(C)cc3)c(=O)c2cc1OC | -27 | -5% | 2% | -6%
30 | Cc1ccccc1-n1c(SC(C)C(=O)N2CCN(C)CC2)nc2ccccc2c1=O (centres undefined) | -4 | 0% | 1% | 0%

item | Cycloheximide cs | Pf growth 96h | Tb PYK inh
16 | -8 | ? | ?
17 | 35* | ? | 2%
18 | -2 | 1µM* | 4%
19 | -1 | 25% | -5%
20 | -2 | -5% | -1%
21 | -1 | ? | 6%
22 | -2 | 41%[activator] | 8%
23 | 7 | 1% | -5%
24 | -7 | 29% | -1%
25 | -2 | ? | 0%
26 | -3 | 2.3µM* | -6%
27 | -1 | 0% | 3%
28 | -3 | nt | 1%
29 | -3 | 105%[activator] | 1%&2%
30 | -1 | ? | -10%

Rewritten screen by screen: two of the compounds above
21. CN1CCN(C(=O)c2ccccc2Nc2ccc(SC(F)F)cc2)CC1
22. Cc1ccccc1C(=O)Nc1ccc(S(=O)(=O)Nc2onc(C)c2C)cc1

assay / compound | 21 | 22
Shiga inhibitor | -10 | -13
AMA1 RON2 block | -6% | 8%
Pf growth 48h | 0% | 18%
LmPK inh | 4% | 0%
Cycloheximide cs | -1 | -2
Pf growth 96h | ? | 41%[activator]
Tb PYK inh | 6% | 8%

One compound at a time, as listed above. Values in the order: Shiga inhibitor	AMA1 RON2 block	Pf growth 48h	LmPK inh	Cycloheximide cs	Pf growth 96h	Tb PYK inh
Listed for COc1cc2[nH]c(=O)n(-c3ccc(C)cc3)c(=O)c2cc1OC : -27	-5%	2%	-6%	-3	105%[activator]	1%&2%
Listed for CCCOc1ccc(C(=O)NCc2ccco2)cc1 : 74*	27%	?	-1%	35*	?	2%

(more compounds)
item | smiles | Shiga inhibitor | AMA1 RON2 block | Pf growth 48h | LmPK inh
31 | CN(C)c1nc(OCCNC(=O)Nc2ccccc2)nc(N2CCCCC2)n1 | 9 | 14% | 9% | 13%
32 | CCN1CCN(c2ccc(NC(=O)c3ccc4c(c3)OCO4)cc2)CC1 | 56* | -2% | 68%[activator] | -1%
33 | CCOC(=O)C1(CCc2ccccc2)CCN(C(=O)CCn2cncn2)CC1 | 63* | 2% | -3% | -1%
34 | CCCC(=O)Nc1ccc(C(=O)O)cc1NC(=O)CCC | 3 | -3% | 7% | -9%
35 | O=C(CSc1nc2ccccc2c(=O)n1CC1CCCCC1)N1CCOCC1 | -15 | -1% | 9.3µM* | 0%
36 | COc1ccc(/C=C/C(=O)OCC(=O)NCc2ccccc2)cc1OC | nt | 4% | -26% | nt
37 | O=C(Nc1nccs1)C1CCN(S(=O)(=O)c2ccc(Cl)c(C(F)(F)F)c2)CC1 | 6 | 7% | nt | -1%
38 | CCN(Cc1ccccc1)S(=O)(=O)c1ccc(C(=O)N(CCCN(C)C)c2nc3cc(OC)ccc3s2)cc1 | nt | ? | 9% | nt
39 | COc1cccc(NC(=O)CNC(=O)c2ccc(F)cc2)c1 | 8 | -20% | 28% | 2%
40 | CC(C)(C)c1ccc(OCCSc2nc3ccccc3n2CC(=O)O)cc1 | -12 | 10% | -7% | -3%
41 | O=C(c1cccc(Cl)c1)N1CCN(Cc2c[nH]c3ccccc23)CC1 | -7 | -20% | 13% | -4%
42 | CCNC(=O)CSc1nnc(-c2ccc(OC)cc2)n1CC(C)C | 15 | -11% | -8% | -6%
43 | CCOCc1nnc(NC(=O)C2CCN(C(=O)C3CC(=O)N(c4ccc(C)cc4)C3)CC2)s1 (centres undefined) | -7 | -3% | -24% | 0%
44 | O=C(CCc1nnc(COc2ccccc2)o1)NCc1ccccc1C(F)(F)F | 48 | 3% | -6% | 0%
45 | CCN(Cc1ccccc1)S(=O)(=O)c1ccc(OC)c2ncccc12 | -1 | -10% | -3% | 3%

item | Cycloheximide cs | Pf growth 96h | Tb PYK inh
31 | 6 | 1% | 2%
32 | 29* | nt | 8%
33 | 32* | ? | 0%
34 | -2 | nt | 1%
35 | -5 | 13µM* | -2%
36 | nt | -18% | 2%
37 | 2 | 13µM* | -4%
38 | nt | 22% | -3%
39 | 1 | nt | 3%
40 | -1 | 3% | -5%
41 | -2 | -18% | 7%
42 | -3 | nt | 12%
43 | -7 | 31%[activator] | -5%
44 | 17* | 0% | -8%
45 | 2 | -12% | 0%

3 entries from above, set out differently:
Sequence of screens – Shiga inhibitor, AMA1 RON2 block, Pf growth 48h, LmPK inh, Cycloheximide cs, Pf growth 96h, Tb PYK inh
(37) O=C(Nc1nccs1)C1CCN(S(=O)(=O)c2ccc(Cl)c(C(F)(F)F)c2)CC1
    6, 7%, nt, -1%, 2, 13µM*, -4%
(38) CCN(Cc1ccccc1)S(=O)(=O)c1ccc(C(=O)N(CCCN(C)C)c2nc3cc(OC)ccc3s2)cc1
    nt, ?, 9%, nt, nt, 22%, -3%
(39) COc1cccc(NC(=O)CNC(=O)c2ccc(F)cc2)c1
    8, -20%, 28%, 2%, 1, nt, 3%

Following part:
item | smiles | Shiga inhibitor | AMA1 RON2 block | Pf growth 48h | LmPK inh
46 | O=c1[nH]c(/C=C/c2ccc3c(c2)OCO3)c([N+](=O)[O-])c(=O)[nH]1 | -22 | nt | ? | 2%
47 | CCc1ccc(NC(=O)C2CCN(S(=O)(=O)c3c(C)noc3C)CC2)cc1 | -7 | 6% | -8% | 0%
48 | Cc1ccc(NS(=O)(=O)c2ccc(-n3cccn3)cc2)nc1 | -5 | -7% | -10% | -2%
49 | O=C(Cn1cc2c(n1)CCCC2)NCc1cccc(Cl)c1 | -4 | 5% | 8% | 2%
50 | Cc1cc(C)c(C(=O)CN2CCOCC2)c(C)c1 | -15 | -1% | 0% | -5%
51 | Cc1c(O)c(CN(C)C)cc2c1oc(=O)c1ccccc12 | -17 | -5% | 4.1µM* | -3%
52 | O=C(N/N=C/c1ccc(F)cc1)c1cc(-c2ccccn2)nc2ccccc12 | nt | 17% | -26% | nt
53 | CC(=O)OCc1nc2sc(C)c(C)c2c(=O)[nH]1 | 11 | -9% | -19% | -2%
54 | CCN(c1ccccc1)S(=O)(=O)c1ccc(N)c(OC)c1 | -3 | -7% | nt | 2%
55 | COc1ccc(Cl)cc1NC(=O)CN(C)CC(=O)Nc1ccccc1C(F)(F)F | -10 | 43%[activator] | -9% | 5%
56 | Cc1cccc(-n2c(=O)cc(N3CCN(c4ccc(F)cc4)CC3)[nH]c2=O)c1 | -6 | 10% | -5% | 3%

item | Cycloheximide cs | Pf growth 96h | Tb PYK inh
46 | -3 | -2% | nt
47 | 2 | 5.9µM* | -2%&1%
48 | 2 | ? | 7%
49 | 6 | ? | 5%
50 | 0 | -12% | -11%
51 | -3 | 2.1µM* | -3%
52 | nt | 8% | -2%
53 | -4 | ? | 1%
54 | -3 | -19% | 2%
55 | -2 | ? | -1%
56 | -5 | 5% | 0%

Source: PubChem (National Center for Advancing Translational Sciences (NCATS))

No enrichment for hits; about 21% have a hit in one of these screens.
